Screening results (PubChem)
ABHD5-PLIN5 inh: ABHD5-PLIN5 protein interaction inhibition; Q00G26+Q8WTS1; Split G. princeps luciferase complementation, luminescence, 4 h; inhibition, % at 4 µM; 360,000 tested, 0.78% active;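 active = inhibition above the mean inhibition across every tested compound plus 3 SD, cut at about 22% in these data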;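 note: 0% = DMSO only wells and the 100% control is not disclosed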
SRC1 inh: human NCOA1 inhibition | Q15788 | HEK293 GAL4-SRC1 luciferase reporter, luminescence | inhibition, % at 3.6 µM | 360,000 tested, 0.12% active | AID 588354;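 active = inhibition above the campaign mean plus 3 SD, with each screening campaign given its own cutoff, cut at about 60% in these data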;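 note: 0% = DMSO treated cells and 100% = gossypol at 36 µM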
NR2F2 inh: blocks human COUP-TFII nuclear receptor; P24468; HEK293T NGFI-A luciferase reporter, luminescence; inhibition, % at 8.6 µM; 370,000 tested, 0.7% active;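 active = inhibition above a per-plate cutoff, mean inhibition of test wells between control levels plus 3 SD, cut at about 38% in these data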;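 note: cells cotransfected with COUP-TFII expression vector driving the NGFI-A reporter; 0% = median of COUP-TF2 test wells and 100% = reporter-only cells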
NCOA3 inh: inhibitors of human steroid receptor coactivator 3 (SRC3) | Q9Y6Q9 | HEK293 GAL4-SRC3 luciferase reporter, luminescence | inhibition, % at 3.6 µM | 360,000 tested, 0.17% active;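 active = inhibition above a per-campaign cutoff, the mean of all compounds plus 3 SD, cut at about 60% in these data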;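 note: 0% = DMSO-treated cells and 100% = gossypol-treated cells at 36 µM; higher means less SRC3-driven luciferase light from the GAL4 reporter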
NR5A2 inv ag: NR5A2 inverse agonism in reporter assay; O00482; HEK293T StAR-luciferase reporter, LRH-1 transfected, 24 h; inhibition, % at 3.6 µM; 360,000 tested, 0.13% active;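 active = inhibition above the mean inhibition of all tested compounds plus 3 SD, cut at about 73% in these data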;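 note: 0% = DMSO wells and 100% = reporter-only cells lacking LRH-1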
SRC2 inh: inhibits human steroid receptor coactivator 2; Q15596; HEK293 GAL4-SRC2 luciferase reporter, luminescence; inhibition, % at 9 µM; 370,000 tested, 0.17% active;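 active = inhibition above the mean inhibition of all tested compounds plus 3 SD, set per campaign, cut at about 52% in these data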;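 note: 0% = DMSO treated cells and 100% = cells given Gossypol at 36 µM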
MC4R barr agon: agonists of human melanocortin 4 receptor (MC4R) beta-arrestin; activation, % at 8.9 µM; P32245; U2OS MC4R beta-arrestin complementation, luminescence; percent of melanotan II response, DMSO zero; 360,000 tested, 0.98% active;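 active = activation above a per-plate cutoff, the mean activation of sample wells on that plate plus 3 SD, cut at about 8% in these data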
NOD2-RIPK2 inh: blocks binding of human NOD2 to RIPK2 | AID 624267 | CHO BLA complementation NOD2-RIPK2, CCF4 ratio | O43353 | inhibition, % at 4.98 µM | 360,000 tested, 0.38% active; in the data active = inhibition above about 21%;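 note: 0% = vehicle only and 100% = reference blocker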
LMP1 NFkB inh: reduces LMP1-driven NF-kappaB luciferase signal; 350,000 tested, 0.69% active; LMP1-induced NF-kappaB luciferase reporter cells, luminescence; inhibition, % at 12.5 µM; AID 504558; in the data active = inhibition above about 41%;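 note: 0% = neutral control wells and 100% = reference inhibitor control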
MC4R antag cAMP: human MC4R antagonism in cAMP assay; P32245; MC4R-expressing cells, MTII-stimulated cAMP, LANCE TR-FRET; inhibition, % at 6.5 µM; 360,000 tested, 0.48% active;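 active = inhibition above its plate's cutoff, the mean of tested wells on that plate plus 3 SD, cut at about 29% in these data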;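 note: 0% = Melanotan II alone and 100% = Melanotan II plus saturating MCL0020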
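Assay system: U2OS-MC4R stable cell line; Also added: Melanotan II; Technique: Eu-cAMP/anti-cAMP TR-FRET, emission 671 nm; Times: 30-min compound, 1-h challenge, 1-h detection, room temperature.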
TLR9-MyD88 block: TLR9-MyD88 interaction inhibition; Q9NR96+Q99836; CHO BLA complementation TLR9-MyD88, CCF4 FRET ratio; inhibition, % at 4.98 µM; 340,000 tested, 0.21% active; AID 504734;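 active = inhibition above the mean over all tested compounds plus 3 SD, cut at about 21% in these data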;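 note: 0% = DMSO only wells and 100% = clavulanate BLA inhibitor control wells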
* hit, by the source's call; · = not tested or not shown.

SMILES	ABHD5-PLIN5 inh	SRC1 inh	NR2F2 inh	NCOA3 inh	NR5A2 inv ag	SRC2 inh	MC4R barr agon	NOD2-RIPK2 inh	LMP1 NFkB inh	MC4R antag cAMP	TLR9-MyD88 block
Cn1c(=O)c(C(=O)CN2CCCCC2)c(N)n(Cc2ccccc2)c1=O	-1	5	15	0	7	3	-0.4	-9	6	1	-3
COc1ccc(N2CC(C(=O)OCC(=O)c3ccc(C)cc3)CC2=O)cc1 (stereo not given)	10	2	2	9	6	-1	0.1	-8	-3	-1	3
COc1ccc(-c2cc(=O)oc3cc(O)ccc23)cc1	-16	12	26	24	-1	23	0.3	9	19	-1	-1
COc1ccc(C(=O)N(c2ccccc2)c2nccc3ccccc23)cc1OC	3	4	19	-2	-4	-13	-1.2	-2	6	-1	9
COC(=O)c1cccc(NC(=O)c2cccnc2)c1	-4	-4	7	19	6	-4	-0.8	-4	-5	2	3
COc1ccc(N2C(=O)C(Cl)=C(Oc3cccc(OC)c3)C2=O)cc1	1	-19	·	8	12	·	-1.6	0	-4	9	8
O=C(Cn1nnc(-c2cccs2)n1)NNC(=O)c1ccccc1Cl	4	-8	6	-10	5	-30	-0.3	-6	-4	9	-7
COc1cc(NC(=S)NC(C)(C)C)c(OC)cc1Cl	-9	-5	2	-12	9	-1	-2.8	-4	0	4	-2
O=S1(=O)CC(O)C(N(CCO)C(=S)Nc2ccccc2)C1 (stereo not given)	5	-1	10	7	-5	4	-1.0	-1	-6	1	-2
O=S(=O)(c1ccccc1)C1Cc2ccccc2C1Cl (stereo not given)	8	4	9	3	-15	8	1.2	-10	·	7	·
Cc1cc(=O)oc2cc(OCC3CC(c4ccc(Br)cc4)=NO3)ccc12 (stereo not given)	6	5	2	4	-7	2	-1.4	-5	10	6	-2
COc1cc2nc(CN(C)Cc3ccc(C(C)(C)C)cc3)[nH]c(=O)c2cc1OC	-7	-15	21	1	-1	2	-2.5	-5	-2	12	9
O=C1CCCC2(O)C1C(c1cccc(Br)c1)NC(=O)N2Cc1ccccc1 (stereo not given)	15	15	16	21	4	-9	2.9	-4	-2	15	-16
CCC(C)(C)NC(=O)C(c1cccn1C)N(Cc1ccc(OC)cc1)C(=O)Cn1nnc2ccccc21 (stereo not given)	3	17	8	13	5	-6	0.1	-4	2	14	-7
COc1ccc(-c2cc(=O)oc3c(C)c(O)ccc23)cc1	-2	53	15	41	5	38	5.1	13	-5	12	1
CCOC(=O)Cc1csc(NC(=O)Cc2cccs2)n1	4	-28	-20	20	7	-26	-2.1	5	-5	-2	3
COc1cc(CN(C(=S)NCC(=O)O)C2CCCC2)cc(OC)c1OC	-2	-7	1	7	-5	14	-2.5	-11	-1	0	-8
COc1ccc2[nH]c(C)c(CCNC(=S)Nc3cc(C)ccc3C)c2c1	-12	2	7	8	-44	-17	-1.3	2	-1	3	-8
Cc1ccc(S(=O)(=O)Nc2cccc(C(=O)NCC(c3ccco3)N3CCCC3)c2)cc1F (stereo not given)	-4	14	1	-4	10	8	-0.5	0	5	5	7
CC[C@@H](C)[C@H](CN[C@H](CNC)C(C)C)NC[C@@H](C)c1ccc(CC(C)C)cc1	13	-4	-15	-7	-27	8	45*	-3	-11	-1	4

Part of the list above, with values under each structure:
Each structure is followed by: ABHD5-PLIN5 inh	SRC1 inh	NR2F2 inh	NCOA3 inh	NR5A2 inv ag	SRC2 inh	MC4R barr agon	NOD2-RIPK2 inh	LMP1 NFkB inh	MC4R antag cAMP	TLR9-MyD88 block
COc1ccc(N2C(=O)C(Cl)=C(Oc3cccc(OC)c3)C2=O)cc1
→ 1	-19	·	8	12	·	-1.6	0	-4	9	8
O=C(Cn1nnc(-c2cccs2)n1)NNC(=O)c1ccccc1Cl
→ 4	-8	6	-10	5	-30	-0.3	-6	-4	9	-7
COc1cc(NC(=S)NC(C)(C)C)c(OC)cc1Cl
→ -9	-5	2	-12	9	-1	-2.8	-4	0	4	-2
O=S1(=O)CC(O)C(N(CCO)C(=S)Nc2ccccc2)C1 (stereo not given)
→ 5	-1	10	7	-5	4	-1.0	-1	-6	1	-2

The list continues.
SMILES	ABHD5-PLIN5 inh	SRC1 inh	NR2F2 inh	NCOA3 inh	NR5A2 inv ag	SRC2 inh	MC4R barr agon	NOD2-RIPK2 inh	LMP1 NFkB inh	MC4R antag cAMP	TLR9-MyD88 block
CCOC(=O)C(Cc1c(F)cccc1Cl)c1ccnc2nc(N)nn12 (stereo not given)	-4	-1	-8	10	12	7	-0.9	-24	5	14	10
Cc1cccc(OC(=O)NCCOC(=O)N(O)c2ccc(Cl)cc2)c1	9	2	-4	34	4	11	2.1	3	-9	-7	-6
COc1ccc(CNC(=O)Cn2cnc3c(NCc4ccccc4)ncnc32)cc1	-2	4	1	19	-9	-2	-3.4	-5	-8	-12	-5
COC(c1ccccc1)(c1ccccc1)C(Oc1nccc(C)n1)C(=O)O (stereo not given)	7	4	-17	10	8	-1	1.6	-6	1	13	8
CC(=O)Nc1ccc(S(=O)(=O)N2CCC(C(N)=O)(N3CCCCC3)CC2)cc1	4	-103	-6	-8	9	-38	1.2	-9	-9	2	-2
CCCC(=O)Nc1ccc(Cl)c(NC(=O)C(C)(C)C)c1	-6	10	8	-8	25	14	-0.6	-2	7	10	5
Cc1cc(=O)oc2cc(OCC(=O)N3CCN(c4ccccc4)CC3)c(Cl)cc12	10	6	4	21	-8	17	-2.2	5	4	15	-6
CSc1ccc(NC(=O)Nc2cccn(Cc3ccccc3F)c2=O)cc1	-5	-15	39*	-18	-23	-21	2.5	-12	0	15	3
CC(C)(C)c1nnc(NC(=O)c2cc(-c3ccccc3)nc3ccccc23)s1	-6	-14	1	11	-12	9	0.5	-2	0	1	5
COc1ccc(-c2noc(CCCC(=O)N3CCN(c4cc(C)ccc4C)CC3)n2)cc1	-1	-83	-18	-54	-60	-23	2.5	-12	-25	7	-7
CC(C)CN1C(=O)c2ccc(NC(=O)c3cccs3)cc2C1=O	-4	-152	-28	-33	-35	-66	0.8	4	-26	3	0
CCCC1S/C(=N/N=C/c2cccs2)NC1=O (stereo not given)	-5	-14	0	-2	-20	-12	-1.4	2	-4	-3	-7
N/C(=N/O)c1cccn1Cc1ccccc1[N+](=O)[O-]	-5	15	-3	16	4	16	-1.8	-7	-2	-1	-2
c1csc(Cc2nn3c(-c4n[nH]c5c4CCC5)nnc3s2)c1	1	-18	-3	-25	-23	-10	-1.5	-6	-3	-2	-4
CC(C)N(Cc1ccccc1)S(=O)(=O)c1ccc(Cl)nc1	-9	7	-2	-27	-15	16	-0.2	-11	7	10	-6
CC1=C(C(=O)N2CCCC(N3CCN(c4cccc(C(F)(F)F)c4)CC3)C2)OCCO1 (stereo not given)	1	-5	11	-12	9	2	-2.5	-6	9	3	2
CCCN(C(=O)C1CCN(S(=O)(=O)c2ccc(OC)c(OC)c2)CC1)C1CCS(=O)(=O)C1 (stereo not given)	-6	-6	5	15	6	2	-2.7	-5	7	4	-5
CC1CC(C)CN(CCCNC(=O)CN2C(=O)c3cccnc3Oc3ccccc32)C1 (stereo not given)	-6	-4	3	11	-6	12	1.9	-6	-8	22	-7
CCNC(=O)c1sc2cc(C)ccc2c1Cl	-5	-76	-23	-47	-66	-46	-1.2	-7	7	-8	-3
CN(Cc1ccccc1)C1=CC(=[N+]2CCCC2)CC(C)(C)C1	3	39	72*	63*	72	8	0.4	2	15	5	-3
CCOc1ccc(/C=N\NC(=O)CC(=O)NCCc2ccccc2)cc1	1	-9	-8	-10	15	11	0.4	7	6	5	10
COc1ccccc1C(=O)OCC(=O)Nc1ccc(Cl)cn1	0	8	-1	12	8	-26	2.6	8	1	5	-1
Cn1cc(C=O)c2ccccc21	-5	-2	15	-7	3	-21	-2.8	3	0	-3	-2
Cc1ccc(C(=O)NCc2ccc(Cl)c(Cl)c2)o1	6	2	-2	-22	-6	-29	0.6	1	-2	10	2
C/C(=N\NC(=O)c1ccc2c(c1)OCO2)c1ccco1	-4	-59	-27	-70	-61	-37	-0.2	0	22	-2	0
C/C(=C\c1ccccc1)C(=O)NCCc1ccccc1	3	-88	-38	-107	-176	-93	-1.1	-11	-8	3	-14
Cc1cccc(CSc2nc3ccncc3n2CC(=O)Nc2cc(C)cc(C)c2)c1	3	4	-2	15	-15	3	2.9	1	-14	-1	-5
O=C(CC1S/C(=N/N=C/c2ccco2)NC1=O)Nc1cccc(Cl)c1Cl (stereo not given)	10	-1	0	1	-12	4	6.5	-3	-4	2	0
CCOC(=O)C1=C(COC(=O)Cc2c(F)cccc2Cl)NC(=O)NC1C (stereo not given)	8	-36	-8	14	-5	10	-0.3	1	0	-6	9
C#CCCOC(=O)N1C2=NC(C(=O)OC)=C(C(=O)OC)[C@@H]3N(C)c4ccccc4[C@]23C[C@H]1CO	-2	-13	6	-5	0	0	-0.8	-11	2	4	5
CCOc1ccc(NC(=O)NCCCn2c(C)nc3cc(C)c(C)cc32)cc1	1	-21	11	16	18	-9	-1.4	1	4	3	-7
COc1ccccc1C(=O)Nc1nc(-c2ccc3c(c2)OCCO3)cs1	4	-13	-10	-17	-7	29	-2.1	-6	3	3	8
Cc1ccc(CNC(=O)CCNC(=O)Cn2ccc3ccccc3c2=O)cc1	-2	-13	-5	-6	-28	5	-1.6	0	-12	10	3
COC(=O)C1=C(C)N=c2s/c(=C/c3cccs3)c(=O)n2C1c1ccc(F)cc1 (stereo not given)	-13	-12	8	-4	-16	5	-1.7	1	-9	7	0
Cc1ccc(N2CC(C(=O)Nc3cccc(C(=O)NC4CC4)c3)CC2=O)cc1 (stereo not given)	7	-2	-21	-3	-15	9	-1.1	-15	4	-5	-9
COCCn1c(SCC(=O)OC(C)C)nnc1-c1ccccc1	1	14	-3	-15	6	-19	-0.3	-6	9	4	-13
COc1cccc2ccc(CC(O)(c3ccccc3)c3ccccc3)nc12	0	-16	-6	-14	9	-3	0.0	-1	-14	16	-2
CCn1cc(C2=NC(C)CO2)c2ccccc21 (stereo not given)	12	4	-6	6	14	-19	-0.8	-8	-16	-5	0
CCOc1cc(/C=N/NC(=O)CN2CCOCC2)ccc1OCc1ccc(Cl)cc1	1	-38	3	13	14	-1	-1.1	11	-5	-2	-10
COc1ccc(S(=O)(=O)N2CCC(C(=O)Nc3ccc4c(c3)OCCO4)CC2)cc1OC	-2	4	-18	-9	4	2	-1.7	-17	-15	4	-4
CCc1nnc(NC(=O)CN2CCN(Cc3cccc(OC)c3)CC2)s1	-5	1	0	11	12	-14	-0.2	8	-8	5	6
CN(Cc1ccc(C(C)(C)C)cc1)C(=O)c1ccc2c(=O)n3c(nc2c1)CCC3	2	-3	19	-16	-23	20	-2.5	-1	12	9	-8
OCC1(CCc2ccccc2)CCN(C/C=C/c2ccccc2)CC1	0	2	0	6	10	3	3.3	-7	21	1	4

These rows are one share of the data. The share of hits here may be higher or lower than overall.
